HUVEC tox IL1B: toxic to HUVEC cells under IL-1B stimulation; HUVEC cell count loss, Hoechst imaging, IL-1B stimulated; cell count reduction, % at 2 µM; 94,000 tested, 0.41% active; AID 845;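 active = cell count reduction more than 3 SD above the screen-wide mean, cut at about 70% in these data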;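 note: normalized per plate to untreated control cells as the no-loss baseline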
Candida biofilm: kills Candida albicans biofilms; AID 834; 85,000 tested, 0.14% active; inhibition, % at 6 µM; C. albicans biofilm + clotrimazole, Alamar Blue;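 active = inhibition above 20%; inactive = inhibition below 20%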;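 note: preformed 24 hr biofilms exposed to compound for 48 hr; 0% = biofilm without compound and 100% = blank killed by clotrimazole plus chlorhexidine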
PTPN22 inh 2: inhibitors of human LYP (PTPN22) phosphatase. Q9Y2R2. recombinant LYP catalytic domain, DiFMUP fluorescence. inhibition, % at 2 µM. 96,000 tested, 0.21% active;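 active = inhibition at 2 µM at or above a set limit, the screen mean plus 3 SD, cut at about 24% in these data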;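 note: 0% = DMSO with enzyme and 100% = enzyme fully blocked by orthovanadate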
Smad3 inh: Smad3 (human) transcription factor binding inhibition; inhibition, % at 25 µM; TR-FRET Smad3/Dy647-FoxH1 peptide binding, europium anti-His; P84022; 88,000 tested, 0.29% active; AID 630;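 active = compounds that reduce the energy-transfer binding signal between the protein and its labelled peptide by more than half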;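 note: 0% = Smad3 plus labelled peptide maximal FRET and 100% = peptide-only background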
DAT uptake mod: modulates human dopamine transporter uptake under cocaine. Q01959. B-score at 10 µM. LLC-PK1 hDAT cells, [14C]-dopamine uptake with cocaine IC80; actives deviate in either direction. 110,000 tested, 1.3% active;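 active = Z score or B-score, a plate-position-corrected score, falls beyond the plate's 99.7% confidence bounds, in either direction; inactive = both scores lie inside the 99.7% bounds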;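 note: scored against the spread of the other compound wells on the same plate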
Target sequence (Q01959 whole entry, looked up): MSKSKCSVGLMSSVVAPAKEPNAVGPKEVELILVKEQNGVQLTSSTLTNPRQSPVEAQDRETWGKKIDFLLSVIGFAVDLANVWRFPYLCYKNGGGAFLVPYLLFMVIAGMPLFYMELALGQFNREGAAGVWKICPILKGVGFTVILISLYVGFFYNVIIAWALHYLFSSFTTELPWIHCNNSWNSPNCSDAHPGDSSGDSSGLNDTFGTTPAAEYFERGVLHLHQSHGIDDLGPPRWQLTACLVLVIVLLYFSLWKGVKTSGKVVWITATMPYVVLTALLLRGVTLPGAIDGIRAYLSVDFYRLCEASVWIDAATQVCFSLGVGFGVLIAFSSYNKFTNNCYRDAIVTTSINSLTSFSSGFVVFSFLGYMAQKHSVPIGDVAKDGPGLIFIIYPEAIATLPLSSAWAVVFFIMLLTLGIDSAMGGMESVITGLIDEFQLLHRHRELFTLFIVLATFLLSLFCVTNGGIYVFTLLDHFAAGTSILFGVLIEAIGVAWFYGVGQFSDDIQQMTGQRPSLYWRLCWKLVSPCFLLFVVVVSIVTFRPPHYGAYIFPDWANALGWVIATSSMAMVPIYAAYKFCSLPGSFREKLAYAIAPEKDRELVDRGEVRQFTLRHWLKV
VCAM1 TNFa inh: reduces TNF alpha induced VCAM1 expression in HUVEC. HUVEC TNFa-induced VCAM-1 immunofluorescence, high-content imaging. 95,000 tested, 0.48% active. inhibition, % at 2 µM;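 active = inhibition above the batch mean plus 3 SD, with images confirmed as a hit by eye, cut at about 37% in these data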;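 note: 0% = TNF-stimulated DMSO wells and 100% = unstimulated control wells; not every result past the cut was called active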
MT1-MMP txn act: activates MT1-MMP transcription. activation factor at 10 µM. 86,000 tested, 0.16% active. HT1080 MT1-MMP promoter luciferase reporter, luminescence, overnight; active compounds read high. AID 750;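 active = activation factor of at least 2 for MT1-MMP transcription at 10 µM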
TNFa cytotox: toxic to HUVEC cells under TNF alpha stimulation; HUVEC TNFalpha-stimulated, Hoechst cell count, imaging; cell count reduction, % at 2 µM; 93,000 tested, 0.17% active; AID 848;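 active = cell count reduction exceeding the screen mean by over 5 SD, scaled to untreated wells per plate, cut at about 78% in these data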;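 note: cells counted after 24 h of TNF alpha exposure following the 1 h pretreatment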
F-actin modifier: modifiers of cytoskeleton assembly; HUVEC TNFa F-actin phalloidin imaging, high content; inhibition, % at 2 µM; 91,000 tested, 0.18% active;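 active = inhibition above the batch mean plus 3 SD and confirmed as a hit by visual image inspection, cut at about 30% in these data, passing the limit was not always enough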; note: strong numbers were not always called active
* hit, by the source's call; · = no result given; [ ] = another dose, or the depositor's remark. Some of the compounds tested, so the mix of outcomes need not match the whole.

Every second line gives: HUVEC tox IL1B	Candida biofilm	PTPN22 inh 2	Smad3 inh	DAT uptake mod	VCAM1 TNFa inh	MT1-MMP txn act	TNFa cytotox	F-actin modifier
1	O=C1CC(c2ccccc2)n2nc(NS(=O)(=O)c3ccccc3)nc2N1 (stereo unspecified)
 : ·	5.6	3.3	-1.3	-0.0555	-4.8	1	2.3	-1.3
2	CCOc1ccc(CN(C(=O)c2ccco2)C2CCS(=O)(=O)C2)cc1 (stereo unspecified)
 : -7.7	10.0	-6.1	3.7	0.00712	-0.9	1.2	-30.5	9.2
3	c1ccc(CC2CCN(c3nc4ccccc4n4nnnc34)CC2)cc1
 : -21.5	-0.7	-9.3	2.3	0.626	15.2	1.3	-23.3	1.7
4	O=C(NC(=S)Nc1ccc(S(=O)(=O)N2CCCCC2)cc1)c1ccccc1
 : -4.1	·	-4.4	·	0.772	-5.1	·	-19.5	3.0
5	C1=CC2CC1CC2CN1CCN(c2ccccc2)CC1 (stereo unspecified)
 : ·	7.8	·	0.5	-1.26	·	1.2	·	·
6	COc1ccc2cc(C(=O)NCC(=O)O)sc(=O)c2c1OC
 : -11.9	6.1	-5.6	3.2	1.17	7.0	1	6.7	27.6
7	Cc1[nH]c2ccc(-c3nnc(SCC(=O)NCc4ccco4)n3Cc3ccccc3)cc2c1C
 : -10.4	3.6	-9.7	0.5	1.98	8.2	0.9	-42.2	-8.3
8	CC(C)c1cc(C(=O)NCc2ccco2)no1
 : -2.8	0.2	6.0	4.6	0.00951	9.9	1.5	-0.8	15.3
9	COc1ccc(NC(=O)c2ccccc2NC(=O)C2CCCO2)cc1 (stereo unspecified)
 : -2.9	5.6	-4.7	-0.5	-9.04*	19.5	1	-14.7	6.5
10	Cn1c(SCCS(=O)(=O)c2ccc(Cl)cc2)nnc1-c1ccccc1
 : -56.4	-1.1	-6.0	-9.8	0.533	-8.3	1.1	-7.8	-28.9
11	COC(=O)c1c(C)c(C)nc(N)c1C#N
 : 19.3	0.3	1.3	-17.6	-0.185	-2.5	0.9	-8.4	5.5
12	CC(C)(C)NC(=O)COC(=O)/C=C/c1ccccc1[N+](=O)[O-]
 : 0.0	·	-4.5	·	-0.747	23.2	·	-7.8	-4.2
13	COC(Cc1n[nH]c(=S)n1-c1ccccc1)OC
 : -0.3	·	5.4	·	-0.235	13.9	·	-16.4	12.3
14	CCc1nc(-c2ccc(-c3ccc(OC)cc3)nc2OC)no1
 : -36.8	9.0	6.3	-11.4	0.892	-16.7	1.4	-7.3	9.6
15	COC(=O)c1[nH]c2ccc(C)cc2c1NS(=O)(=O)c1ccc(F)c(C)c1
 : -4.3	6.2	6.1	2.8	·	-4.2	1	-1.6	-3.3
16	Cn1c(C(=O)O)c(CC(=O)Nc2ccc(F)cc2F)c2ccccc21
 : 1.4	5.7	3.0	4.7	-0.788	5.1	1.3	4.2	0.8
17	O=S(=O)(Cc1ccccc1)N1CCn2c(nc3ccccc32)C1
 : 14.8	7.2	0.0	0.6	-0.274	5.7	1.1	-13.7	0.5
18	CCOc1ccc(N2C(=O)CSC2c2ccncc2)cc1 (stereo unspecified)
 : -42.1	·	-9.3	·	0.2	91.3*	1	-47.7	39.8
19	CCC(NC(=O)Nc1cc(OC)c(OC)c(OC)c1)(C(F)(F)F)C(F)(F)F
 : -77.1	5.2	2.9	-1.2	-0.962	7.5	1.1	-19.8	13.1
20	Cc1ccc(C(=O)Nc2ccc3nc(C)sc3c2)s1
 : 0.7	6.8	8.1	-7.0	1.13	5.2	1.3	-1.4	-8.3
21	CCCCN(CC)Cc1ccc(CNC(=O)Nc2ccc(F)cc2)o1
 : ·	3.7	-10.2	-2.5	-5.48*	3.7	0.9	-15.5	5.3
22	O=C(CN1CCOCC1)Nc1ncc(Cc2ccccc2Cl)s1
 : 22.2	·	2.3	·	0.214	-6.5	·	-13.4	10.5
23	O=C(Nc1ccc(Br)cc1)c1ccc(CSC2=NCCS2)cc1
 : -17.1	·	1.1	·	1.45	8.8	·	-27.8	-10.2
24	O=C(NCCCN1CCOCC1)C1COc2ccccc2O1 (stereo unspecified)
 : -6.4	5.2	2.2	0.7	-0.572	5.9	1.3	-7.3	14.0
25	Cc1cc(N/C(=N\S(=O)(=O)c2ccc(F)cc2F)c2ccccc2)no1
 : -6.4	·	13.0	·	·	10.8	·	-12.7	7.7
26	CC(=O)Oc1oc(-c2ccccc2)nc1C=Nc1ccccc1
 : -4.0	4.2	-3.4	-2.9	0.004	-5.3	1.1	-11.6	7.3
27	COC(=O)C(NC(=O)C(CC(C)C)NC(=O)C1CCC(C)CC1)C(C)C (stereo unspecified)
 : 0.3	-0.3	2.8	-10.2	-1.33	-4.1	·	-23.7	·
28	CCc1ccc(/C=C2/SC(=S)N(CC(=O)Nc3nc4ccccc4s3)C2=O)cc1
 : -22.7	·	2.9	·	-0.657	3.1	·	-3.8	-2.3
29	COCCNC(=O)C(C)Oc1ccc(Cl)cc1Cl (stereo unspecified)
 : 5.9	·	2.2	·	0.328	27.5	1.2	-5.8	-1.6
30	COn1c(-c2ccccc2)nc2c1CCc1c-2no[n+]1[O-]
 : 19.4	5.0	-3.8	8.6	-1.14	9.8	1.1	-12.9	3.5
31	CCOC(=O)COn1c(=O)c[n+]([O-])c2ccccc21
 : -20.9	8.2	5.4	1.9	0.0346	16.3	1.2	2.1	-10.7
32	CC(C)c1ccc(NC(=O)CSc2nc3c(c(=O)[nH]2)CCC3)cc1
 : ·	3.7	·	2.6	-0.197	·	1.3	·	·
33	COc1ccc(Br)cc1C1CC(=O)N2CN(C)CSC2=C1C#N (stereo unspecified)
 : 1.7	-5.2	3.7	5.2	0.0679	5.6	1.1	-16.1	-16.5
34	COCCCn1c(C)nc2c(c1=O)c1nc3ccccc3nc1n2CCc1ccccc1
 : -24.7	·	-0.1	·	-0.544	-37.0	0.9	-1.6	-32.3
35	CCc1ccc(N=CC23c4ccccc4C(c4ccccc42)C2C(=O)N(c4ccc(OC)cc4)C(=O)C23)cc1 (stereo unspecified)
 : -22.8	·	9.8	·	·	5.0	·	-22.9	21.9
36	COc1cccc(C(=O)Nc2cccc(C(=O)NC3=NN(c4c(Cl)cc(Cl)cc4Cl)C(=O)C3)c2)c1
 : -6.6	7.5	11.5	11.6	1.45	1.2	1.1	-1.5	-1.5
37	CC(=O)c1cnn(-c2nc3c(C)cccc3s2)c1C
 : -22.9	·	-11.0	·	0.578	-23.5	·	-5.3	-30.9
38	Cc1oc(-c2cccc(Cl)c2)nc1CN1CCC(C(=O)NCc2cccnc2)CC1
 : -1.6	4.8	-8.5	0.6	0.91	19.8	1.1	-29.3	-27.9
39	CN(C)S(=O)(=O)c1ccc(/C(O)=C2/C(=O)C(=O)N(Cc3cccnc3)C2c2ccncc2)cc1 (stereo unspecified)
 : -11.2	·	0.7	·	-0.806	-22.3	·	-41.7	-11.3
40	CCOC(=O)CN(C(=O)CSc1nnc(CNc2ccc(C)cc2C)n1CC)c1ccccc1
 : 11.4	-8.2	-7.8	3.2	·	-25.3	1.1	3.1	-12.9
41	COc1ccc(S(=O)(=O)NCc2ccc(C(=O)N(C)Cc3ccco3)cc2)cc1
 : 0.0	4.4	-6.0	-4.5	0.78	7.1	1	5.9	-8.1
42	COCCCn1c(SCC(=O)Nc2ccc(C(=O)OC)cc2)nc2ccccc2c1=O
 : -13.4	0.7	-2.0	-0.8[fluorescence artefact?]	0.00249	4.8	1.1	-14.5	0.7
43	Cc1ccc2c(c1)/C(=N/O)CCS2
 : ·	14.8	0.7	10.1	0.405	-1.8	1	-22.7	18.6
44	CN(C(=O)C12CC3CC(CC(C3)C1)C2)C1(C)CCS(=O)(=O)C1 (stereo unspecified)
 : -4.8	5.9	1.3	6.0	0.0608	-55.5	1.1	·	18.1
45	Cc1ccc(Nc2cc(=O)n(C3CCCCC3)c(=O)[nH]2)cc1C
 : ·	9.4	7.4	8.4	0.0918	·	1.1	·	·
46	CCOC(=O)COc1ccc(S(=O)(=O)Nc2ccc3c(c2)OCCO3)cc1
 : -13.9	7.2	4.4	5.9	-0.296	2.4	·	-41.1	40.7
47	Nc1ccc(S(=O)(=O)N2CCCC2)cc1
 : -4.4	5.2	3.8	-0.5	0.0234	2.8	1	-3.5	-5.5
48	CCc1nnc(NS(=O)(=O)c2ccc(N/C=C\C(=O)c3ccc(C)cc3)cc2)s1
 : -1.6	·	5.3	·	0.843	8.0	·	-9.9	-15.7
49	COc1ccc(C(=O)Nc2cccnc2)cc1OC
 : 2.6	2.7	-16.7	-3.8	-0.00117	12.7	1.2	-15.5	2.8
50	CCN1CCN(S(=O)(=O)c2ccc(OC)c(Br)c2)CC1
 : 7.9	3.4	6.1	8.7	-1.3	·	1	·	·
51	CC(=O)NCCn1c(SCc2ccc(C)cc2C)nc2ccccc2c1=O
 : -2.3	-1.1	-10.2	7.1	0.341	-2.3	1.1	-1.1	5.4
52	O=C(NCCN1CCOCC1)Nc1ccc(Cl)cc1
 : 10.9	6.0	-7.2	4.8	0.307	24.4	1.3	-0.4	-31.0
53	COc1cccc(C2C=C(c3cccs3)Nc3ncnn32)c1OC (stereo unspecified)
 : -15.7	-2.0	-4.2	-8.2	-0.363	-5.1	1.2	-22.7	·
54	COC(=O)c1nnn(CC(=O)Nc2cccc(Cl)c2C)c1C(=O)OC
 : -4.8	7.8	-6.6	11.9	0.255	4.0	·	-24.2	13.8
55	CCOc1ccc(NC(=O)Nc2ccc3nccnc3c2)cc1
 : -8.6	2.4	-2.3	-11.0	0.674	20.4	1.2	27.1	11.7
56	COc1ccc(NC(=O)OC(C)C)cc1
 : 8.9	0.6	2.7	-1.2	-0.0111	-8.6	1.3	-21.2	8.8
57	COc1ccc(NC(C)C(=O)Nc2ccc(C(C)(C)C)cc2)cc1Cl (stereo unspecified)
 : 0.0	·	1.0	·	-0.392	-20.1	·	0.4	-3.3
58	CC(=O)Nc1cccc(NC(=O)CSc2ncc(-c3ccc(Cl)cc3)n2Cc2ccco2)c1
 : -15.2	11.6	-1.7	-3.2	-0.0518	0.5	1.1	-13.9	2.8
59	CCOc1ccc(N=CC2=C(O)CC(C)(C)CC2=O)cc1
 : -12.3	10.3	-0.6	-9.5	-0.801	9.1	1.7	5.0	-13.7
60	COc1ccc(CN2C(=O)CN=C2Nc2cccc(C)c2C)cc1
 : -9.0	2.5	5.2	-1.1	0.293	23.9	1	-14.7	-53.6

Screens (PubChem BioAssay)
